# From PubChem
# FLuc inh: inhibitors of firefly (Photinus pyralis) luciferase; P08659; purified P. pyralis luciferase, luminescence, biochemical; Potency, µM (titrated, usually from 115 µM), inactives show at the top dose activity change, negative = inhibition, actives largely listed as inhibitors; 76,000 tested, 2.5% active; AID 1347043; further: potency means the concentration at half of the fitted maximal effect; nearly all actives have a fitted effect of over 65% in size
#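 Luminescence read by CCD imager after adding enzyme (10nM final) to wells holding compound, titrated in qHTS. Substrates 10uM each D-luciferin and ATP; buffer 50mM Tris acetate pH 7.5, 10mM Mg acetate, Tween-20, BSA.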
# SNCA expr inh: reduces expression of the alpha-synuclein gene. HEK-293 SNCA-luciferase knock-in, luminescence, 24 h. Potency, µM (highest dose often 57.2 µM), for inactives: at the highest dose activity change, negative = inhibition, most hits filed as inhibitors. 140,000 tested, 0.17% active;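 further: potency means the concentration at half of the fitted maximal effect; plate controls were DMSO cells for no effect and cell-free wells for full effect; nearly all actives have a fitted effect of over 45% in size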
# HEK293 viab: cell viability loss counter-screen; 150,000 tested, 0.12% active; HEK-293-SNCA-luc viability, GF-AFC fluorescence, 24 h; Potency, µM (highest dose often 57.1 µM), inactives show at the highest dose activity change, negative = cytotoxicity, usual class: cytotoxic; AID 1671193;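 further: potency means the concentration at half of the fitted maximal effect; 0% = DMSO-treated cells and -100% = medium-only wells without cells; nearly all actives have a fitted effect of over 30% in size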
#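 HEK-293-SNCA-luc cells (1500/well) plated 24 h, then exposed 24 h to a dilution series; GF-AFC added 30 min at 37C, fluorescence 405/540 nm; normalised to medium-only and DMSO wells, Hill fit.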
# HEK293 tox: cytotoxic compounds in HEK 293 cells; HEK 293 viability, ATP luminescence (CellTiter-Glo), 48-72 h; Potency, µM (titrated, usually from 115 µM), for inactives: at the top dose activity change, negative = cytotoxicity, most hits filed as inhibitors; 94,000 tested, 6.6% active; further: potency means the concentration at half of the fitted maximal effect; nearly all actives have a fitted effect of over 60% in size
#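 Read-out: CellTiter-Glo ATP luminescence. Cells: HEK 293, 250 cells/well. Exposure: 48 or 72 hr, 37 degree Celsius.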
# NIH3T3 tox: NIH 3T3 cell cytotoxicity | NIH 3T3 viability, CellTiter-Glo ATP luminescence, 48-72 h | Potency, µM (highest dose often 96.7 µM), for the others: top-dose activity change, negative = cytotoxicity, hits mostly inhibitors | 94,000 tested, 4.3% active | AID 1345082; further: potency means the concentration at half of the fitted maximal effect; nearly all actives have a fitted effect of over 55% in size
#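 Viability of NIH 3T3 cells after 48 or 72 hr compound treatment at 37 °C was assessed by CellTiter-Glo, with luminescence imaged following a 10 min room-temperature step.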
# GPT2 inhibitor: inhibitors of human GPT2 alanine aminotransferase; Potency, µM (highest dose often 57.7 µM), without a hit: at the top dose activity change, negative = inhibition, actives largely listed as inhibitors; Q8TD30; Recombinant GPT2, coupled pyruvate oxidase/HRP Amplex Red fluorescence; 100,000 tested, 0.25% active; further: potency means the concentration at half of the fitted maximal effect; nearly all actives have a fitted effect of over 60% in size; many of its hits are not listed in these tables
# Target sequence (Q8TD30 whole entry, looked up): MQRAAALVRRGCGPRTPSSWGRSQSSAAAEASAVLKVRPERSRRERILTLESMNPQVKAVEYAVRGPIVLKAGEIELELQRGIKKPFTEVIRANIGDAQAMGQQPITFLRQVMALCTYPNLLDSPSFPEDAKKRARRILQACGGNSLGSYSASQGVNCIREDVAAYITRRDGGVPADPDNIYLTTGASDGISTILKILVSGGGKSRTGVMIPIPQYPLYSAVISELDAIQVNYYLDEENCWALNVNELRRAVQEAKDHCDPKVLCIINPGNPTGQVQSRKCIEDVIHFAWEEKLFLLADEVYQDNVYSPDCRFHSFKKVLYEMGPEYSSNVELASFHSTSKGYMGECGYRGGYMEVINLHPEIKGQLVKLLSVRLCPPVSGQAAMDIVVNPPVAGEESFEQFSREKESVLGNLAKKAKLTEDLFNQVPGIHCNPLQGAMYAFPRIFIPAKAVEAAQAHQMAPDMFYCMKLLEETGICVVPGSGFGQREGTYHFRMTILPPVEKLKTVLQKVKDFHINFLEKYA
#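 Inhibition is scored from Amplex Red fluorescence generated when pyruvate oxidase and HRP act on pyruvate released by GPT2. Reactions contain 10ng/uL enzyme, 250uM a-KG and 2mM L-alanine and run 30 min at room temperature.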
# IP6K1 inh: blocks human inositol hexakisphosphate kinase 1 | Q92551 | IP6K1 kinase, ADP-Glo luminescence, 2 h; hits give low values | activity change, % (series mostly up to about 58 µM) | 140,000 tested, 0.81% active | AID 1645851; in the data active means activity change below about -25%
# Target sequence (Q92551 whole entry, looked up): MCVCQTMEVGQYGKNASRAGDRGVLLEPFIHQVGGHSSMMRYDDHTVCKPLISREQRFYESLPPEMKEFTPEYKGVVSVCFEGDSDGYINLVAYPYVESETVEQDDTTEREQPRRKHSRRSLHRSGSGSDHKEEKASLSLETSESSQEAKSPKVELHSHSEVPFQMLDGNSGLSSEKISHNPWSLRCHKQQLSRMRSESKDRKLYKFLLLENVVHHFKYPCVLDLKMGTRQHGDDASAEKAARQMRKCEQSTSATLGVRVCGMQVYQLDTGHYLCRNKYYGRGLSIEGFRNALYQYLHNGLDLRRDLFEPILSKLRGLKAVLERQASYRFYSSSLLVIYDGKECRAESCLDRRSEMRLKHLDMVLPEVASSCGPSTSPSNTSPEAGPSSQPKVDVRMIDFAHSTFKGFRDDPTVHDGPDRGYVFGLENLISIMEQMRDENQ
#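 ADP-Glo luminescence measures ADP made by human IP6K1 during a 2 h RT reaction with ATP/IP6 (mix at 1.3 mM/130 uM); top library doses 57.5 and 19.1 uM final.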
# * = called active by the depositor; i = inactive; ? = inconclusive; / = not tested or not shown; [ ] = dose if it differs, or a comment. Unless noted, the call rests on the fitted dose curve; in most records, active means well fitted curve in the direction sought with a large enough effect; inconclusive means small, poorly fitted or top-dose-only effect, or another doubt; inactive means no such curve, though single readings can be large; an effect the other way counts as inactive or inconclusive. Unless noted, on the % scale 0 is the no-effect control and ±100 the full control effect. Only part of the results is shown, so the mix of outcomes need not match the whole.
molecule | FLuc inh | SNCA expr inh | HEK293 viab | HEK293 tox | NIH3T3 tox | GPT2 inhibitor | IP6K1 inh
COc1ccc(NC(=O)N[C@H]2CO[C@H]3[C@@H]2OC[C@@H]3n2cc(CN(C)Cc3ccccc3)nn2)cc1 | 6% | -8% | 2% | ? | -8% | i | -2
O=[S+]([O-])(c1cccc(C(F)(F)F)c1)N1CCN(c2nc3ncccc3o2)CC1 | -4% | 27% | 5% | 5% | 5% | -5% | -8
COCCn1c(=O)c2c(n1Cc1ccccc1)CN(C(=O)c1cc3ccccc3[nH]1)CC2 | -7%[172 µM] | -1%[87.6 µM] | 2%[87.6 µM] | -11%[172 µM] | ? | -3%[88.5 µM] | 0
Cc1ccc(CN2CCCCCNC(=O)[C@H]3C[C@H](C(=O)N4CCc5ccccc5C4)C[C@H]32)o1 | -7% | -21% | 3% | ? | ? | i | 5
Cc1nc(-c2c3n(c(=O)n(CC(=O)Nc4cccc(Cl)c4C)c2=O)CCCC3)no1 | 10% | 1% | -12% | 0% | -5% | 4% | 43
CC1(CO)CC[C@]2(C(=O)O[C@@H]3O[C@H](CO)[C@@H](O)[C@H](O)[C@H]3O)CC[C@]3(C)C(=CCC4[C@@]5(C)CC[C@H](O[C@@H]6O[C@H](C(=O)O)[C@@H](O)[C@H](O)[C@H]6O)C(C)(C)C5CC[C@]43C)C2C1 (stereo partly drawn) | / | / | 2%[12.5 µM] | / | / | i | -4
Cc1ccc(NC(=O)CN2C(=O)COc3ccc(S(=O)(=O)N4CCOCC4)cc32)cc1N(C)C | / | 21% | -6% | / | / | / | 0
COc1ccc(C2C=C(c3ccc(C)cc3)Nc3c(C(=O)Nc4ccccc4)cnn32)cc1 (stereo not drawn) | / | 0% | 7% | / | / | / | 16
COc1ccc(CC(=O)N2CCC(Oc3nccnc3N(C)C)C2)cc1 (stereo not drawn) | ? | 119%[activator] | 10% | -14% | i | i | 23
CCC1=C(C(=O)OC)C(c2ccccc2OC)N2C(CC(=O)N3CCC(C)CC3)=CSC2=N1 (stereo not drawn) | -5% | -4% | -9% | ? | ? | -7% | 7
Cn1c(CNC(=O)CC2CCOC3(CCN(S(C)(=O)=O)CC3)C2)nc2ccccc21 (stereo not drawn) | 0% | -8% | 12% | -28% | -1% | i | 37
CN(CCNC(=O)CCc1cc2ccccc2[nH]c1=O)C1CCCCC1 | -3% | -23% | 1% | -2% | i | i | 3
COc1ccc(N2CC(NC(=O)COc3ccc4ccccc4c3)CC2=O)cc1 (stereo not drawn) | / | 6% | 18% | / | / | / | -2
COc1ccc(NC(=O)Cn2c(=O)c(-c3noc(C)n3)c3n(c2=O)CCCC3)c(OC)c1 | 1% | -10% | -7% | 0% | -4% | 2% | -6
COc1cc(OC)cc(C(=O)N2C[C@@H](F)C[C@H]2C(=O)N2CCCCC2)c1 | 3% | -24% | -3% | -5% | i | -3% | 16
COc1ccc(C(=O)Nc2onc3c2CCCC3)cc1 | / | -85% | -13% | / | / | / | 6
Cc1noc(C)c1-c1ccc2c(n1)CN(Cc1ccc(C(F)(F)F)cc1)C(=O)CO2 | -1%[172 µM] | 7%[87.6 µM] | 8%[87.6 µM] | ? | ? | i | -6
Cc1onc(C(=O)NC2CCN(c3ccc(=O)n(C)n3)CC2)c1CN1CCCC1 | ? | 82%[activator] | 3% | 7% | 4% | i | 1
COc1ccccc1-c1cccc(C(=O)N2CCC[C@H]2C(=O)N2CCC(c3ccccc3)CC2)c1 | / | ? | -2%[12.5 µM] | ? | ? | i | 3
Cc1ccc(NC(=O)/C=C/c2ccc(Cl)cc2)c(Br)c1 | / | 8% | 5% | / | / | / | 19
Cc1cc(=O)n(CC(=O)Nc2cc(F)ccc2F)c(N2CCc3ccccc3C2)n1 | 3% | 9% | -16% | ? | ? | i | 8
CCC(=O)Nc1cc(-c2nc3cc(C)cc(C)c3o2)ccc1C | / | 120%[activator] | -8% | / | / | / | -7
COc1ccc(C2Cn3nnc(-c4nc(-c5ccc(C)c(C)c5)no4)c3CO2)cc1 (stereo not drawn) | -19% | 7% | -10% | 2% | 2% | 3% | 5
COc1ccc2c(c1)CN(CC=C(C)C)C(=O)CCN2CC(C)(C)O | / | / | / | ? | -33% | / | -6
CNC(=O)C1CN(c2cccc(Cl)c2)C(=O)N1 (stereo not drawn) | -6%[172 µM] | -3%[87.6 µM] | 5%[87.6 µM] | -13%[172 µM] | -25%[138 µM] | 3%[88.5 µM] | -5
COc1ccc(-c2noc(CCC(=O)N(C)c3cc(Cl)ccc3OC)n2)cc1 | / | ? | 1% | / | / | / | 10
O=C(NCc1ccc(Cl)cc1)[C@@H]1Cc2nc[nH]c2CN1Cc1cccs1 | 4%[172 µM] | -20%[87.6 µM] | -7%[87.6 µM] | ? | ? | -2%[88.5 µM] | 2
O=C(c1cccnc1)N1CCCC2(COc3ccccc3[S+](=O)([O-])N2)C1 (stereo not drawn) | / | -6% | 3% | i | -3% | -5% | 1
COCc1noc(CCNc2cc(C)nc(-c3ccccc3O)n2)n1 | -7% | 56%[activator] | -12% | ? | ? | -4% | -17
Cc1oc2ncn(CC(C)C)c(=O)c2c1C(=O)Nc1cc(F)ccc1F | / | -6% | 6% | / | / | / | 7
COc1ccc(Cl)cc1C(=O)NCc1nc(-c2cccc(C)c2)no1 | / | 16% | -4% | / | / | / | -12
CN(Cc1nc2ccsc2c(=O)[nH]1)C(=O)CCC1NC(=O)NC1=O (stereo not drawn) | -8% | ? | 1% | 4% | i | -1% | 14
Cn1cc(CN2CCNc3cnc(-c4ccccc4)cc3C2)cn1 | 13%[172 µM] | -28%[87.6 µM] | -7%[87.6 µM] | ? | 32µM* | 0%[88.5 µM] | -21
O=C(NCc1ccc(F)cc1)c1cc(-c2ccc(Cl)cc2)n[nH]1 | / | 9% | -18% | / | / | / | 13
CC(=O)N[C@H]1C[C@@H](c2cc(C)c(C)cc2C)O[C@@H](C(C)(C)C)C1 | 0% | -9% | -3% | ? | ? | 5% | 26
Cc1ccc(C(=O)Nc2cccc(-c3nc4cccnc4s3)c2C)cc1 | / | 19% | -5% | / | / | / | 7
NC(=O)C1CCN([C@H]2[C@@H]3OC[C@@H](O3)[C@@H](NC(=O)Nc3ccccc3)[C@@H]2O)CC1 | 2%[172 µM] | 16%[87.6 µM] | 0%[87.6 µM] | i | i | -1%[88.5 µM] | 1
O=S(=O)(c1ccccc1F)N1CCC(Oc2ccc(-n3cnnn3)cc2)CC1 | / | -18% | 15% | / | / | / | 7
Cc1noc(C)c1S(=O)(=O)N1CCCC(c2nn[nH]n2)C1 (stereo not drawn) | 8% | -16% | -2% | i | i | i | 2
CCOC(=O)C1CCCN(C(=O)c2ccc3oc(-c4ccncc4Cl)nc3c2)C1 (stereo not drawn) | / | 11% | 10%[12.5 µM] | ? | ? | i | 16
Cc1ccc(S(=O)(=O)N(CC(=O)Nc2c(C)cccc2C)c2cccc(Cl)c2)cc1 | / | ? | -8% | / | / | / | -1
CN(Cc1ccccc1)C(=O)C1(c2ccc(NC(=O)C3CC3)cc2)CCCCC1 | -2% | -19% | -22% | 35µM* | ? | i | 9
COCCN1CCC(C(=O)NO)(S(=O)(=O)c2ccc(Oc3ccc(OC(F)(F)F)cc3)cc2)CC1 | / | / | -39% | / | / | i | -3
COC(=O)c1cc(NC(=O)c2ccc3c(c2)NC(=O)c2ccccc2S3)cc(C(=O)OC)c1 | / | 5% | -3% | / | / | / | 3
CCCNC(=O)c1cnc2c(-c3ccc(OCC)c(OCC)c3)c(C)nn2c1-c1ccccc1 | / | 2% | -2% | / | / | / | 8
O=C(Nc1c(C(=O)N2CCN(c3ccc(F)cc3)CC2)oc2ccccc12)c1c(F)cccc1F | / | -28% | 6% | / | / | / | 5
CCN(CC)C(=O)CCc1c(C)nn(-c2ccc(F)cc2)c1Oc1ccccc1F | 3% | ? | -14% | ? | ? | 1% | -2
CN1CCC([C@@H]2CN(S(=O)(=O)c3cccc(Cl)c3)C[C@H]2C(N)=O)CC1 | 12% | 54%[activator] | -3%[12.5 µM] | i | i | 0% | -7
COCC1CN(C)CC12CCN(C(=O)CCc1cccc(OC)c1)CC2 (stereo not drawn) | -3% | 4% | 7% | -22% | -15% | 3% | 2
Cc1ccccc1S(=O)(=O)N1CCCC(CCC(=O)N2CCc3ccccc3C2)C1 (stereo not drawn) | -9% | 0% | -13% | ? | ? | i | 11
C=CCNC(=O)O[C@@H]1CC(C(=O)N[C@@H](Cc2ccc(OC)cc2)C(N)=O)=C[C@@H](NC(=O)c2ccc(OC)cc2)[C@H]1O | -1% | 15% | -2% | -9% | i | -3% | 0
Cn1ccnc1C(=O)N1CCC(Cc2ccc(CCC(=O)N3CCCC3)cc2)CC1 | / | -14% | -26% | 40µM* | ? | -5% | 32
COc1cccc(C2Cn3nnc(-c4nc(-c5ccc(OC(C)C)cc5)no4)c3CO2)c1 (stereo not drawn) | -11% | ? | 20% | ? | -3% | i | -14
O=C(NCC1CC1)C1CCN(C(=O)c2ncn3c2COC(c2ccccc2)C3)CC1 (stereo not drawn) | 10µM* | 26% | 8% | -3% | -11% | i | -5
CC(=O)N[C@H]1C[C@@H](c2nc(-c3cccnc3)no2)N(C)C1 | 6%[230 µM] | -2%[87.6 µM] | 1%[87.6 µM] | -13%[230 µM] | 0%[230 µM] | i | -12
COC(=O)c1ccccc1NC(=O)Cn1c(CCC(=O)O)ccc1-c1ccc(C)cc1 | / | -13% | 2% | / | / | / | -6
COC(=O)[C@@H]1Cc2c([nH]c3ccccc23)[C@H]2C[C@@H](NCCCn3ccnc3)C[C@@H](c3ccc(Cl)c(F)c3)N21 | 1% | -6% | 1% | 28µM* | 25µM* | 1% | -11
CNCCN1CCC(c2cc(CN(C)C(=O)c3cccc(Oc4ccccc4)c3)ccn2)CC1 | / | / | -11%[23.9 µM] | / | / | -2%[27.3 µM] | -8

# Some entries already given, reduced to HEK293 tox:
structure,HEK293 tox
CCN(CC)C(=O)CCc1c(C)nn(-c2ccc(F)cc2)c1Oc1ccccc1F,?
CN1CCC([C@@H]2CN(S(=O)(=O)c3cccc(Cl)c3)C[C@H]2C(N)=O)CC1,i

# Quoted at random: 2 entries already listed, in no set order.
molecule | FLuc inh | SNCA expr inh | HEK293 viab | HEK293 tox | NIH3T3 tox | GPT2 inhibitor | IP6K1 inh
C=CCNC(=O)O[C@@H]1CC(C(=O)N[C@@H](Cc2ccc(OC)cc2)C(N)=O)=C[C@@H](NC(=O)c2ccc(OC)cc2)[C@H]1O | -1% | 15% | -2% | -9% | i | -3% | 0
O=C(NCC1CC1)C1CCN(C(=O)c2ncn3c2COC(c2ccccc2)C3)CC1 (stereo not drawn) | 10µM* | 26% | 8% | -3% | -11% | i | -5
